Bioassay records deposited in PubChem by several laboratories.
VIM-2 inh: blocks Pseudomonas aeruginosa VIM-2 metallo-beta-lactamase; inhibition, % at 5.6 µM; purified VIM-2, nitrocefin hydrolysis, epi-absorbance fluorescence; AID 1527; actives 0.89% (n = 290,000);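 active = inhibition above the mean of all tested compounds plus 3 SD, cutoff set per screening run, cut at about 7.5% in these data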;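 note: red hydrolysis product quenches plate fluorescence so inhibitors raise well fluorescence; 0% = enzyme with DMSO and 100% = DMSO without enzyme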
PHOSPHO1 block: inhibitors of human PHOSPHO1 phosphatase; Q8TCT1; recombinant PHOSPHO1, absorbance phosphatase assay; inhibition, % at 13.3 µM; actives 1.1% (n = 290,000); AID 1565; in the data active = inhibition above about 60%
IMP-1 inhibitor: blocks Pseudomonas aeruginosa IMP-1 metallo-beta-lactamase; actives 0.45% (n = 290,000); inhibition, % at 5.6 µM; purified IMP-1, nitrocefin hydrolysis, epi-absorbance fluorescence; AID 1556;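 active = inhibition above the mean plus 3 SD of all compounds in the same screening run, cut at about 4.5% in these data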;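 note: 0% = IMP-1 with DMSO and 100% = DMSO wells lacking enzyme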
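Assay system: purified IMP-1; Quantity: IMP-1 0.2 nM before substrate addition; Medium: HEPES buffer pH 7.1 with ZnSO4 and Brij 35; Incubation: 15 min enzyme–compound preincubation, then 25 min nitrocefin reaction, 25 °C; Signal: fluorescence quenching readout, ex 480/em 530 nm; Controls: DMSO with and without IMP-1; Repeats: singlicate testing.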
OXTR ag: human OXTR agonism; P30559; CHO-OTR cells, Fluo-8 calcium fluorescence; normalized: DMSO 0%, oxytocin 100%; activation, % at 3 µM; actives 0.32% (n = 320,000);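 active = activation above the mean of all tested compounds plus 3 SD, cutoff set per screening run, cut at about 20% in these data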;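 note: peak over basal fluorescence ratio from a 100 s FLIPR kinetic read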
GalR3 antag: human GalR3 antagonism | HEK293 GalR3-CNG cAMP membrane potential fluorescence; galR3 body fused to GalR1 C-terminus | O60755 | inhibition, % at 3 µM | actives 0.44% (n = 360,000) | AID 651719;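 active = inhibition above the screen-wide average plus 3 SD, cut at about 13% in these data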;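 note: forskolin and galanin both at EC90 stimulate the cells; cAMP rise reported by CNG channel membrane potential dye signal; 0% = forskolin plus galanin with DMSO and 100% = forskolin alone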
Target sequence (O60755 1-299 limits assumed): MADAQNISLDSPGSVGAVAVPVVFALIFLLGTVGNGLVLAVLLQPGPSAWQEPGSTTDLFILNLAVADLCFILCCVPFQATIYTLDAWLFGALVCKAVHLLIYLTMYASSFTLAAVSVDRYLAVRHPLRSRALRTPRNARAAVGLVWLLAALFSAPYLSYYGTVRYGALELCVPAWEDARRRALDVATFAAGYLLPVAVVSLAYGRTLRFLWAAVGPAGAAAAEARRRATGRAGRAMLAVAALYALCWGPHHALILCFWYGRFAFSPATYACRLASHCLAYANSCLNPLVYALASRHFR
V1R ag counter: V1a receptor agonism, counter-screen for OXTR agonists. P37288. CHO-V1R cells, Fluo-8 calcium fluorescence, agonist mode; 0% DMSO, 100% 3 nM vasopressin. activation, % at 3 µM. actives 0.25% (n = 320,000). AID 2797;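 active = activation above the mean activation of all tested compounds plus 3 SD, per screening run, cut at about 20% in these data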;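 note: signal is peak over basal fluorescence ratio across a 100 second FLIPR read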
Target sequence (P37288 whole entry, looked up): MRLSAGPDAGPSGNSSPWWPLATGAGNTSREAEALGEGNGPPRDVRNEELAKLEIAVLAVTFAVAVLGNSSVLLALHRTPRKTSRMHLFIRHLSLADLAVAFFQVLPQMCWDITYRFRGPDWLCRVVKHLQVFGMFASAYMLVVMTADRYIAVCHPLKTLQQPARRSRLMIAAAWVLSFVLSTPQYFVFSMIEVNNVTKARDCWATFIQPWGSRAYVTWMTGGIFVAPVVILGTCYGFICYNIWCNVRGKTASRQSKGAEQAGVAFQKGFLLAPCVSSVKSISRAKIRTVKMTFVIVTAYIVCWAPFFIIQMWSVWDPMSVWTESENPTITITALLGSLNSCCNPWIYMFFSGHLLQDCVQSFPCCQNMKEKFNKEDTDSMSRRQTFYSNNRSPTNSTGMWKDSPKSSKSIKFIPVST
GPR7 antagonist: antagonists of human GPR7 (neuropeptides B/W receptor 1); GPR7-expressing cells, fluorescence antagonist assay; inhibition, % at 4.4 µM; actives 1.1% (n = 290,000); in the data active = inhibition above about 16%, passing the limit was not always enough;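 note: cells stimulated with the agonist NPW; 0% = agonist with vehicle and 100% = vehicle without agonist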
Target sequence (P48145 whole entry, looked up): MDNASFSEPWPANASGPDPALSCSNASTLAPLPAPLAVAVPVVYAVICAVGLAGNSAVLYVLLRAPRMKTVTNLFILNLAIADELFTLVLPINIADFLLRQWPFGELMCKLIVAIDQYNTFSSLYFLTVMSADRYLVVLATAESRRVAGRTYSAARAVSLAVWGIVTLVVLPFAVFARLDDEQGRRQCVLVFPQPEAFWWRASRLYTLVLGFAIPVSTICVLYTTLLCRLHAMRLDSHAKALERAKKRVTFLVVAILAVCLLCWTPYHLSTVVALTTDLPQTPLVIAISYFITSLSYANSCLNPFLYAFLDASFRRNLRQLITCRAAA
HCV NS3 hel inh: HCV NS3 helicase inhibition. actives 0.56% (n = 290,000). inhibition, % at 10.9 µM. NS3 helicase DNA unwinding, Cy5 molecular beacon fluorescence. AID 1800;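 active = inhibition above the mean of all tested compounds plus 3 SD, set per campaign, cut at about 35% in these data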;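 note: 0% = DMSO wells and 100% = thioflavine S control wells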
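Assay system: hepatitis C virus NS3 helicase domain fragment enzyme. Also added: annealed dual-labelled DNA beacon duplex, ATP-started. Timing: 1 h reaction at 25 °C, ATP-initiated. Technique: Cy5 fluorescence at 0 and 60 min, beacon hairpin quenching. Evaluation: % inhibition of unwinding. Replication: one well per compound.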
DNA FID counter: fluorescent intercalator displacement, NS3 helicase counter-screen | DNA fluorescent intercalator displacement, fluorescence | inhibition, % at 7.9 µM | actives 0.17% (n = 290,000); in the data active = inhibition above about 37%;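 note: 0% = vehicle and 100% = reference compound; higher means more ethidium bromide displaced from hairpin DNA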
The depositor's hits bear a star; x = no result given.

SMILES | VIM-2 inh | PHOSPHO1 block | IMP-1 inhibitor | OXTR ag | GalR3 antag | V1R ag counter | GPR7 antagonist | HCV NS3 hel inh | DNA FID counter
Cn1c(SCc2cccc(Cl)c2)nc(C(F)(F)F)cc1=O | -2.2 | 15 | -1.7 | -0.9 | -8 | -1.3 | -11 | 1 | -6
CC(=O)OCC[n+]1c(C)n(-c2ccccc2)c2ccc(Cl)cc21 | -0.6 | 18 | -4.4 | -0.5 | 2 | 0.1 | -1 | -2 | 0
COc1ccc(-c2noc(CCC(=O)NCC3CCCO3)n2)cc1 (stereo not given) | 0.6 | 32 | 0.4 | -0.6 | -6 | 3.8 | 18 | 19 | -11
COC(=O)c1ccc(C)c(NS(=O)(=O)c2ccc(C)c([N+](=O)[O-])c2)c1 | -2.8 | 15 | -3.1 | 0.6 | 0 | 2.6 | 1 | 6 | 0
Cc1ccc(C2=NN(C3=NN=C(N)Cc4ncnn43)C(O)(C(F)(F)F)C2)cc1 (stereo not given) | -3.0 | -6 | -3.4 | -1.3 | -1 | 0.7 | -11 | 0 | -5
Cc1cccc(C)c1NC(=O)Nc1ccccc1-n1ccnc1 | -3.0 | 26 | -1.7 | -0.9 | 2 | -1.3 | -7 | -14 | -4
Cc1cccc(NC(=O)c2ccc([N+](=O)[O-])o2)n1 | -2.0 | 17 | -0.4 | -0.5 | -4 | -0.3 | 4 | -14 | 5
Nc1nc(NCc2ccco2)nc(N2CCCCC2)c1[N+](=O)[O-] | -3.0 | -2 | -4.2 | -0.3 | -9 | 2.6 | -15 | -2 | -11
C(/C=C/C=C/Nc1ccccc1)=Nc1ccccc1 | -2.8 | 3 | -3.1 | 0.7 | 2 | 1.0 | -6 | -7 | 3
CCOC(=O)c1c(C)nc(-c2ccccc2)nc1NC(=O)CC | -0.9 | 24 | -2.3 | -2.8 | -2 | -1.4 | 14 | 8 | -15
COc1ccc(-c2cc3nc4c(c(=O)n3[nH]2)CCC4)cc1 | -1.9 | 4 | -2.0 | -0.8 | -2 | 2.1 | 3 | 0 | -3
Cc1cc(NC(=O)COC(=O)c2n[nH]c3ccccc23)no1 | -2.9 | 45 | -3.7 | 2.9 | -2 | 0.4 | 6 | -8 | -2
Cc1cc(C)c(S(=O)(=O)N2CCCC(C(=O)NCc3cccnc3)C2)c(C)c1 (stereo not given) | -3.0 | 33 | -1.1 | 2.2 | -3 | 7.0 | -6 | -5 | -37
O=c1c(-c2ccc(Cl)cc2)[n+]([O-])c2ccccc2n1OCc1ccccn1 | -2.0 | 0 | -3.2 | 0.0 | -6 | 0.1 | -4 | -1 | -2
Cc1ccnc2nc(C(=O)OCCOc3ccc(Cl)cc3)nn12 | -1.4 | 8 | -2.7 | 0.7 | -4 | 1.9 | -1 | 2 | -1
COc1ccc(N(CC(=O)NCc2ccccc2)S(=O)(=O)c2c(C)noc2C)cc1 | -2.9 | -1 | -4.6 | 1.5 | -1 | -0.7 | 4 | 3 | -6
Oc1ccccc1C1CC(c2cccs2)=NC(c2cccc(Br)c2)N1 (stereo not given) | -2.6 | -1 | -1.9 | 2.3 | 2 | 2.4 | -2 | 7 | 2
C/C(=N\N1C(=O)c2ccccc2NC1c1ccccc1)c1ccccc1O (stereo not given) | -3.6 | 32 | -2.9 | -0.3 | -7 | 0.2 | -9 | -1 | -4
CCc1cc2c(=O)c(-c3ccon3)c(N)oc2cc1OC | 1.6 | -12 | -2.1 | -1.2 | -3 | -1.0 | -1 | -3 | -1
CCCc1nc(N2CCOCC2)c2sc(=S)n(-c3ccccc3)c2n1 | -3.0 | -15 | -6.3 | x | x | x | -4 | 10 | -1
Cc1cccc(N2CCN(C(=O)c3ccc4c(c3)CCN4S(C)(=O)=O)CC2)c1C | -0.1 | 14 | 1.3 | 4.7 | -6 | 4.5 | -17 | -15 | -65
Cc1cc2c3c(c1C)C1(C(=O)N3C(C)(C)CC2C)C(C#N)=C(N)Oc2n[nH]c(C)c21 (stereo not given) | -2.9 | -7 | -3.5 | -0.6 | -6 | 0.3 | -14 | -11 | -38
Cn1c(CSc2ncn[nH]2)nc2ccccc21 | -3.4 | 16 | -2.6 | -0.6 | 2 | -0.7 | -3 | 4 | 3
COc1ccc2[nH]c(CN3CCN(C(C)C)C(CCO)C3)c(C)c2c1 (stereo not given) | -0.2 | 12 | -1.6 | 0.9 | -2 | 0.7 | 9 | -1 | 4
c1csc(-c2ccc(N3CCOCC3)nn2)c1 | -1.1 | x | -1.7 | -1.4 | -9 | -0.2 | -12 | -5 | -5

Quoted from the listing.
For V1R ag counter, Cc1cc(NC(=O)COC(=O)c2n[nH]c3ccccc23)no1 has the entry 0.4
For OXTR ag, Cc1cccc(N2CCN(C(=O)c3ccc4c(c3)CCN4S(C)(=O)=O)CC2)c1C has the entry 4.7

Returning to the listing with the 2 entries that preceded the break.
SMILES | VIM-2 inh | PHOSPHO1 block | IMP-1 inhibitor | OXTR ag | GalR3 antag | V1R ag counter | GPR7 antagonist | HCV NS3 hel inh | DNA FID counter
COc1ccc2[nH]c(CN3CCN(C(C)C)C(CCO)C3)c(C)c2c1 (stereo not given) | -0.2 | 12 | -1.6 | 0.9 | -2 | 0.7 | 9 | -1 | 4
c1csc(-c2ccc(N3CCOCC3)nn2)c1 | -1.1 | x | -1.7 | -1.4 | -9 | -0.2 | -12 | -5 | -5
O=C(NC(=S)Nc1ccc(S(=O)(=O)Nc2nccs2)cc1)c1ccc(Br)o1 | -4.0 | -29 | -3.7 | 0.0 | -3 | 0.5 | -22 | -5 | -5
O=C(CCC1CCCCC1)NCc1ccncc1 | -2.8 | 6 | 0.4 | 0.1 | 3 | -0.2 | -6 | 1 | -4
COc1ccccc1C(=O)NC(=S)Nc1ccc(Cc2ccncc2)cc1 | -2.8 | x | -4.3 | 3.7 | -11 | 7.5 | -40 | 1 | -18
Cc1cc(C)cc(N(C(=O)CNC(=O)c2ccco2)C(C(=O)NC2CCCCC2)c2ccncc2)c1 (stereo not given) | -1.5 | 55 | -2.2 | -0.2 | -10 | -0.4 | -4 | 0 | -38
CN(C)S(=O)(=O)c1ccc(Cl)c(NC(=O)CN2CCNC(=O)C2)c1 | -5.2 | 13 | -3.1 | 1.8 | -3 | 1.0 | 4 | -3 | -1
Nc1ccccc1C(=O)N=Nc1[nH]c(N)c2ccccc12 | -5.6 | -6 | -4.5 | 0.4 | -3 | 0.2 | -7 | 10 | -7
O=C(COC(=O)Cc1cn2ccsc2n1)NC12CC3CC(CC(C3)C1)C2 | -3.9 | -2 | -4.3 | 0.2 | -4 | 0.5 | -11 | 5 | -6
Fc1ccc(Cc2nnc(-c3cccs3)o2)cc1 | -2.1 | -7 | -3.8 | -1.8 | 1 | -0.6 | 0 | 10 | -6
CC(=O)Nc1cccc(OCc2ccc(S(=O)(=O)Cc3ccccc3)cc2)c1 | 3.2 | -6 | 2.6 | 12 | -12 | 12 | 2 | 1 | -24
O=C(O)c1c(C(=O)O)c(-c2ccc(Cl)c(Cl)c2)n2c1CSC2 | 57* | x | 4.9* | 0.7 | -16 | 0.4 | -12 | 7 | -12
O=C(Nc1ccccc1[N+](=O)[O-])c1cccc(N2C(=O)CCC2=O)c1 | -0.9 | -2 | 1.7 | 0.3 | 0 | 1.5 | 0 | 7 | 3
N#Cc1c(-c2ccc(Cl)cc2)c(C#N)c(=O)n(N)c1N | 2.2 | 7 | 0.1 | -0.2 | 2 | 0.1 | 4 | 4 | 4
CC1CCN(Cc2ccc(-c3nnn(CC(=O)NC4CCCCC4)n3)cc2)CC1 | -0.1 | 10 | -1.9 | -0.4 | -6 | 0.9 | -6 | -3 | 10
COc1cnn(-c2ccccc2)c(=O)c1SCc1ccc(Cl)c(Cl)c1 | 1.9 | 88* | -1.4 | 1.6 | -7 | 0.4 | -6 | -9 | -17
Cc1nc(SCC(=O)Nc2c(C)n(C)n(-c3ccccc3)c2=O)[nH]c(=O)c1Cc1ccccc1 | -0.8 | 20 | 0.9 | 0.7 | -6 | 0.5 | -3 | -2 | -27
CS(=O)(=O)N(CC(=O)NCc1ccco1)c1ccc(Cl)cc1Cl | 1.7 | 20 | -3.4 | -0.6 | 1 | 0.9 | -4 | 0 | 0
CO/N=C1\CCCc2c(C(=O)NN)sc(SC)c21 | -3.4 | 18 | -2.5 | -0.7 | -6 | -1.2 | -4 | -11 | -3
Cn1ncc2c(NCc3cccc(C(F)(F)F)c3)c(C(=O)O)cnc21 | -1.1 | -5 | -3.7 | 0.6 | -7 | 0.1 | -7 | -5 | -8
Cc1ccc(S(=O)(=O)N2CCCCC2C(=O)O)cc1 (stereo not given) | -2.0 | -8 | -2.9 | 0.0 | -5 | 0.8 | -6 | -10 | -1
Cc1ccccc1OCC(O)Cn1c(N2CCCCC2)nc2c1c(=O)[nH]c(=O)n2C (stereo not given) | -0.3 | 27 | -0.5 | 0.6 | -8 | 4.5 | -8 | 1 | -46
COc1ccc(/C=N\Nc2ncc(F)c(N3CCOCC3)n2)cc1OC | -4.0 | 28 | -4.3 | -0.3 | -7 | 0.3 | -12 | -6 | -16
CCn1nc(C)c(CCC(=O)O)c1C | -1.6 | 15 | -1.3 | 0.2 | 2 | 0.9 | -4 | 9 | 6
CC(C)(C)c1cc(S(=O)(=O)CCc2ccccn2)cc(C(C)(C)C)c1F | -1.4 | 6 | -3.8 | -2.5 | -3 | -1.3 | -5 | -9 | -33
CC(C)(C)c1ccc(C(=O)NCc2nnc(SCC(=O)NCc3ccco3)o2)cc1 | 0.8 | 34 | 0.4 | -0.1 | 2 | 2.3 | -4 | 4 | -26
CC(=O)c1ccc(OCc2cc(C(=O)N3CC[C@@H]4CCCC[C@H]4C3)no2)cc1 | 2.6 | 34 | 2.1 | 1.1 | -4 | 8.4 | 5 | 12 | -33
O=C(NNC(=O)c1ccc(Cl)cc1Cl)c1csc(-c2cccnc2)n1 | -4.2 | 42 | -5.1 | -1.3 | 2 | -0.1 | -9 | 0 | -10
Cc1ccc(N=C(c2cccs2)N2CCOCC2)cc1 | -2.9 | -18 | -1.8 | -1.8 | -5 | -1.7 | -10 | -2 | -2
O=Cc1ccc2ccc3cccnc3c2n1 | 59* | 38 | -0.5 | 0.4 | -6 | 0.2 | -14 | -8 | -4

Part of the list above, reduced to PHOSPHO1 block.
| SMILES | PHOSPHO1 block |
| --- | --- |
| Cc1ccc(C2=NN(C3=NN=C(N)Cc4ncnn43)C(O)(C(F)(F)F)C2)cc1 (stereo not given) | -6 |
| Cc1cccc(C)c1NC(=O)Nc1ccccc1-n1ccnc1 | 26 |
| Cc1cccc(NC(=O)c2ccc([N+](=O)[O-])o2)n1 | 17 |
| Nc1nc(NCc2ccco2)nc(N2CCCCC2)c1[N+](=O)[O-] | -2 |
| C(/C=C/C=C/Nc1ccccc1)=Nc1ccccc1 | 3 |
| CCOC(=O)c1c(C)nc(-c2ccccc2)nc1NC(=O)CC | 24 |
| COc1ccc(-c2cc3nc4c(c(=O)n3[nH]2)CCC4)cc1 | 4 |

The order is random. About 4.3% of those tested had a hit in this group.
